Screens as filed in PubChem.
V-ATPase pH: alters yeast V-ATPase proton transport | response, % at 10 µM | 0.37% of 350,000 active | AID 504577 | S. cerevisiae, pHLuorin cytosolic pH fluorescence; in the data active = response mostly above about 7.3%, no sharp cut-off; inactive = mostly below about 5.4%; also: actives read high; inactives centre near 0; some compounds called inactive have numbers as strong as hits
CAL PDZ FP-1: blocks peptide binding to human CAL PDZ domain. Q9HD26. AID 504414. inhibition, % at 20 µM. 0.02% of 330,000 active. purified CAL PDZ, TMR-peptide fluorescence polarization, 1 h;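 active = highest replicate inhibition of at least 40%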;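 also: plate controls were DMSO neutral control wells for no effect and unlabeled competitor peptide control wells for full effect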
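Material: tagged CAL PDZ protein CerCALP, purified; buffer or medium: sodium phosphate/NaCl buffer pH 7.4 with TCEP, IgG, Thesit; also added: fluorescent TMR peptide probe; schedule: 1 h incubation at room temperature before polarization reading; technique: fluorescence polarization from S- and P-plane intensities, G-factor corrected; control set: unlabelled peptide and DMSO controls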
LANA DNA inh: KSHV C-LANA DNA binding inhibition. MBP-C-LANA/FAM-LBS DNA binding, fluorescence polarization. inhibition, % at 9 µM. 0.078% of 340,000 active. AID 504423;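 active = highest replicate inhibition at or above 60% at 9 µM, even if other replicates fall short; inactive = all replicates below 60% inhibition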;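 also: 0% = neutral control wells and 100% = 4 µM acridine orange control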
NSD2 HMT inh: NSD2 (human) methyltransferase inhibition. O96028. NSD2 peptide methylation, AlphaScreen, 120 min. inhibition, % at 12.5 µM. 0.54% of 310,000 active. AID 743445; in the data active = inhibition above about 50%
Arr AP2 block: inhibitors of human beta-arrestin and AP2 interaction; AID 504490; inhibition, % at 10 µM; FITC-arrestin peptide / GST-AP2 beads, flow cytometry; AP2 beta2 appendage carries R879A mutation; 0.31% of 340,000 active;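 active = inhibition above a set limit, near 3 SD of compounds lacking own fluorescence, cut at about 54% in these data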;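 also: plate controls were DMSO wells for no effect and 5 µM unlabelled arrestin peptide for full effect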
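test system = AP2 appendage R879A on GSH beads | buffer or medium = PBS plus Tween 20 (0.05%) and BSA (0.1%) | incubation = 12 min plus 1 h, RT | detection = bead flow cytometry, FITC channel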
Keap1-Nrf2 PPI: inhibitors of human Keap1-Nrf2 protein-protein interaction | AID 504523 | Keap1 Kelch-Nrf2 peptide fluorescence polarization, 1536-well | inhibition, % at 9.4 µM | Q14145 | 0.15% of 340,000 active; in the data active = inhibition above about 12%;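 also: human Keap1 Kelch domain with fluorescein labeled Nrf2 9mer peptide probe; 0% = neutral control wells and 100% = peptide positive control; higher means more block of Keap1 binding to Nrf2 peptide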
DAGLB inh: diacylglycerol lipase beta (human) inhibition; 0.059% of 340,000 active; HEK293T DAGLB membrane lysate, EnzChek fluorogenic substrate; Q8NCG7; inhibition, % at 5.17 µM; in the data active = inhibition above about 34%;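 also: 0% = enzyme with vehicle and 100% = wells lacking enzyme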
Target sequence (Q8NCG7 whole entry, looked up): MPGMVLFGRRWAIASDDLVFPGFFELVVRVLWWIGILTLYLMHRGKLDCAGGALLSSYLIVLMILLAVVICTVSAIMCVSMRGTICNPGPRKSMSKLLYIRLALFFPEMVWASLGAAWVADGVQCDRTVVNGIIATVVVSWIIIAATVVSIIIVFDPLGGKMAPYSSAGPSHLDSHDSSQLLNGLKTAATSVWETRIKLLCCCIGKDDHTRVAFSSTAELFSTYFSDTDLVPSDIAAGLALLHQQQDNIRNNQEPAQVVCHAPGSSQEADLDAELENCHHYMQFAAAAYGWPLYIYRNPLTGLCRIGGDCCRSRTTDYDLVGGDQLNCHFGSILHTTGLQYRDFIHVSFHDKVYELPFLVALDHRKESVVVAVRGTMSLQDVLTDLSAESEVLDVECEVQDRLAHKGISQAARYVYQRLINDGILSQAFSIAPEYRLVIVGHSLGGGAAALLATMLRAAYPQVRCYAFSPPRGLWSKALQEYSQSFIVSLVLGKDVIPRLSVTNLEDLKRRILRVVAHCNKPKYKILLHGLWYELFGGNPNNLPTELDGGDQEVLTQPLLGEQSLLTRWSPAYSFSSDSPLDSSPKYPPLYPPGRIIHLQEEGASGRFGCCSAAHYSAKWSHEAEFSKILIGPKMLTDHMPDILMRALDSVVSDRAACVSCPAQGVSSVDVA
RTF Ca sens inh: cardiac RTF calcium desensitization; P19429+P45379; IANBD-labeled cardiac RTF, Ca2+ fluorescence; inhibition, % at 7.15 µM; 0.12% of 340,000 active;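 active = inhibition above the mean inhibition of all tested compounds plus 3 SD, cut at about 17% in these data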;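 also: assay run at fixed EC70 calcium of 1.6 mM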
DSG3 Ab inh: human desmoglein-3 autoantibody binding inhibition; P32926; DSG3-coupled beads, scFv-anti-DSG3-GFP binding, flow cytometry; stronger effect = lower value; binding (percent of control), % at 10 µM; 0.48% of 310,000 active; AID 588358;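 active = binding more than 3 SD below its plate's average and above zero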;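 also: hits lower antibody fragment binding to DSG3; some compounds called inactive have numbers as strong as hits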
CAL PDZ FP-2: blocks peptide binding to the human CAL PDZ domain | inhibition, % at 24.9 µM | 0.92% of 300,000 active | Q9HD26 | purified CAL PDZ, TMR-peptide fluorescence polarization, 1 h | AID 602252;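 active = mean inhibition of at least 30% with at least half of replicates also reaching 30%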;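 also: 0% = DMSO neutral control and 100% = excess unlabeled competitor peptide PRC23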
Active calls of the source: *; nt = no result given. A portion of the library; the hit share may differ from the screen's.

SMILES | V-ATPase pH | CAL PDZ FP-1 | LANA DNA inh | NSD2 HMT inh | Arr AP2 block | Keap1-Nrf2 PPI | DAGLB inh | RTF Ca sens inh | DSG3 Ab inh | CAL PDZ FP-2
COCCn1c(SCC(=O)NNC(=O)c2ccccc2)nc2ccccc2c1=O | 10.6* | -0.9 | 1.7 | 0.8 | -2.0 | -2.4 | 0.1 | 3.7 | 109.0 | -5.8
Cc1cc(-c2nnc(SCC(=O)Nc3ccc(C(F)(F)F)cc3)n2C)no1 | 1.4 | -0.3 | -0.2 | 12.1 | 39.4 | 3.8 | -1.9 | 1.1 | nt | 6.5
CC(NC(=O)C(=O)N1CCOCC1)C(c1cccs1)N1CCN(c2ccccc2)CC1 (configuration not stated) | -1.0 | -0.2 | 0.0 | -4.2 | 15.9 | -1.0 | 2.8 | 4.0 | 100.8 | 2.5
COc1ccc([N+](=O)[O-])c(OC)c1C(=O)NC(=O)Nc1c(F)cc(F)cc1F | 0.9 | -0.6 | 1.3 | -0.2 | 16.4 | 0.0 | 1.4 | -1.0 | 107.0 | -2.9
COc1ccc(CNC(=O)C(C)n2nc(C)n3c(cc4occc43)c2=O)cc1 (configuration not stated) | -6.9 | 0.4 | -0.8 | 2.0 | 34.4 | -3.8 | -1.3 | -4.6 | 105.1 | nt
COc1ccc(CCCNC(=O)C2CCC(=O)N(Cc3ccccc3F)C2)cc1 (configuration not stated) | 0.5 | 0.5 | -0.1 | 1.4 | -7.1 | -3.2 | -0.6 | 0.7 | 96.3 | nt
O=C(Nc1cccc(Cl)c1)c1ccc2c(c1)OCCO2 | 2.7 | -1.1 | -0.5 | -1.8 | 20.7 | -3.1 | 0.7 | -4.5 | 103.6 | -4.2
COc1cc(NC(=O)C(C)N2CCN(C(=O)C3CC3)CC2)cc(OC)c1 (configuration not stated) | -1.3 | -0.8 | -1.4 | -1.9 | -8.0 | -4.7 | 1.8 | 2.1 | nt | -4.9
Cc1ccc(S(=O)(=O)NCCN2CCOCC2)c(C)c1 | 3.8 | -0.8 | 3.5 | 0.2 | 8.9 | -2.8 | 1.9 | -0.9 | 87.3 | -4.4
Cc1ccc(C)c(N2CCN(c3ccc(N4C(=O)COCC4=O)cc3[N+](=O)[O-])CC2)c1 | -2.1 | -0.6 | 4.9 | -0.9 | 13.5 | -1.4 | 2.6 | -4.3 | 111.8 | -5.5
O=C(NC1CCCC1)C(c1ccc(Cl)cc1)N1CCN(C2CCCCC2)CC1 (configuration not stated) | -2.7 | 0.1 | -1.5 | -0.9 | 12.8 | -3.7 | 0.4 | -3.9 | 91.7 | 12.5
O=S(=O)(Nc1cccc(-c2ccc(N3CCCCCC3)nn2)c1)c1ccccc1Cl | -1.5 | -4.5 | -0.1 | -2.4 | 17.1 | -2.4 | -0.4 | -0.7 | 98.1 | -2.7
Cc1cccc(Nc2nc(NC(C)C)nc(Oc3ccc(=O)n(C)n3)n2)c1 | 0.7 | -2.9 | 0.9 | 2.4 | -1.0 | -1.1 | 3.4 | -5.8 | 111.3 | nt
Cc1ccc(OCC(=O)Nc2ccc(N3CCN(C(=O)c4ccco4)CC3)cc2)c(C)c1 | -1.4 | -0.3 | 0.2 | -3.7 | 29.0 | -2.1 | 0.7 | -7.5 | 94.7 | 1.1
COC(=O)c1sc(-c2ccc(Cl)cc2)cc1NC(=O)COCC(=O)O | -0.3 | -3.6 | 0.9 | -0.7 | -6.5 | 1.9 | 4.6 | 0.0 | nt | 47.9*
CCCc1cc(=O)[nH]c(SCC(=O)Nc2ccc(Br)cc2)n1 | 3.8 | -0.7 | 15.6 | 1.3 | -5.9 | -3.8 | 1.9 | -2.0 | 95.7 | -1.0
Cn1nnnc1SCC(=O)Nc1ccc(N2CCOCC2)cc1 | -0.3 | -1.7 | -2.6 | -1.4 | 4.5 | -7.3 | 1.8 | -1.2 | 94.7 | -5.1
COC(=O)C1=C(C)NC(=O)NC1c1cc(Cl)ccc1OC (configuration not stated) | -4.5 | -1.7 | 0.8 | 0.2 | 0.9 | -1.3 | -1.5 | -16.9 | nt | 8.4
Cc1ccc(-c2nnc(SCC(=O)NC(=O)Nc3ccc(C)cc3C)n2N)cc1 | 2.5 | -2.2 | -0.4 | -0.8 | nt | -3.3 | -2.4 | 1.4 | 102.2 | -2.6
COc1cc(OC)nc(-n2ncc(OC)c(Br)c2=O)n1 | -0.8 | -3.4 | 0.7 | -2.8 | -2.6 | -2.4 | -1.6 | -5.5 | 84.6 | -2.0
CCn1cc(C(=O)O)c(=O)c2cc(F)c(N3CCN(S(=O)(=O)c4ccc(NC(C)=O)cc4)CC3)cc21 | -0.6 | -1.1 | -1.3 | nt | -8.0 | -0.1 | 2.8 | 0.5 | 97.3 | -6.3
Cc1c(C#N)c(N=CN(C)C)c(C(=O)c2ccccc2)n1-c1ccccc1 | -0.5 | 0.3 | -1.1 | 2.8 | 0.8 | -1.3 | 1.4 | -3.2 | 102.0 | -3.7
CC(/C=N/NC(=O)c1cc(C(C)(C)C)[nH]n1)=C\c1ccccc1 | -2.3 | -4.5 | 0.4 | -0.3 | 13.4 | -2.0 | 0.3 | -3.0 | nt | -2.5
Nc1c(C(=O)CSc2ncccn2)c(=O)[nH]c(=O)n1C1CC1 | -0.9 | 0.9 | 0.0 | 0.3 | 5.5 | -2.2 | -0.8 | -7.7 | 111.1 | -4.6
COc1cc(S(=O)(=O)N2CCCCC2)ccc1NC(=O)/C=C/c1ccccc1 | 3.2 | -1.8 | -2.1 | 1.0 | 4.6 | 0.9 | -3.6 | -6.0 | 98.4 | nt
O=C(c1cc(N2C(=O)C3C4CCC(C4)C3C2=O)ccc1Cl)N1CCCCCC1 (configuration not stated) | -0.6 | -0.1 | -0.7 | 0.2 | -15.1 | -4.9 | -0.2 | 1.3 | 113.8 | -0.3
Cc1ccccc1C(=O)NC1CCN(CC(=O)Nc2ccc(N(C)C)cc2)CC1 | -5.2 | -0.2 | 0.5 | 5.0 | 27.9 | -0.3 | -1.0 | -7.2 | 117.7 | -4.8
Cc1nn(CC(=O)N2CCN(c3ccc(Cl)cc3)CC2)c(=O)c2cccn12 | -1.9 | 0.4 | -0.6 | nt | 4.2 | -1.3 | 1.5 | -2.4 | 103.1 | nt
CCn1c(=O)cc(SCC(=O)NCCN2CCN(Cc3ccccc3)CC2)c2ccccc21 | -1.1 | -3.3 | -1.1 | 0.2 | 1.1 | 1.8 | 3.3 | -6.0 | 96.9 | nt
COc1ccc(NC(=O)Cn2c(=O)n(CC3CCCO3)c(=O)c3cc(OC)c(OC)cc32)cc1OC (configuration not stated) | 4.0 | -1.5 | 0.2 | nt | 20.3 | -1.0 | 0.3 | -5.1 | 102.6 | nt
S=C(NCc1cccs1)Nc1cccc(Cl)c1Cl | 2.7 | -0.6 | -1.4 | -3.7 | -5.3 | -1.7 | -3.4 | -8.7 | 110.7 | -1.2
COc1ccccc1CN(C)C(=O)CNC(=O)c1cccc(Cl)c1 | -1.6 | nt | 1.5 | -1.5 | -4.8 | -2.0 | 2.2 | -3.0 | 108.4 | -0.7
COC(=O)C1=C(C)N(CCc2cc(OC)c(OC)c(OC)c2)C(=O)N[C@H]1c1ccccc1 | -0.6 | 0.4 | -0.7 | nt | 2.3 | -0.2 | -0.8 | -12.0 | 104.9 | -5.1
C[C@H](NC(=O)[C@@H]1Cc2ccccc2CN1C(=O)OC(C)(C)C)C(=O)NCc1ccco1 | 3.4 | -1.4 | 1.0 | 7.0 | 4.1 | -6.4 | -2.2 | 3.5 | 113.3 | nt
Cc1cccc(NC(=O)CCN2C(=O)C3C4CCC(C4)C3C2=O)c1C (configuration not stated) | 0.4 | -2.4 | 0.2 | -2.6 | 0.8 | -2.7 | -1.1 | -12.4 | 92.7 | -2.3
CCCCC(CC)C(=O)Nc1cc(C(=O)NCc2ccc(C)cc2)ccc1N1CCC2(CC1)CC(c1ccccc1)=NO2 (configuration not stated) | -3.2 | -0.4 | -0.1 | nt | 1.3 | -4.0 | -18.6 | -0.2 | 100.2 | -3.9
CCOC(=O)Cn1c(C)cc(=O)c2cccc(C)c21 | -4.3 | 1.8 | -0.6 | -2.4 | 24.1 | -1.5 | -4.4 | 7.0 | 103.0 | -1.3
CCN(C(=O)COC(=O)CNC(=O)c1cccc(C)c1)c1c(N)n(Cc2ccccc2)c(=O)[nH]c1=O | -1.1 | -1.2 | -0.6 | -5.3 | 0.0 | 4.3 | -1.6 | -2.7 | nt | -2.4
CNC(=O)CSc1nnc(-c2ccco2)n1-c1ccccc1 | -4.4 | 0.8 | -2.6 | -3.3 | 5.6 | -8.3 | -0.4 | -5.8 | 111.5 | nt
Cc1c(C(=O)NCc2ccccc2)oc2ccc(S(=O)(=O)N3CCCC3)cc12 | 5.9 | -0.8 | 1.5 | nt | 9.8 | 1.2 | -2.9 | -2.2 | 97.8 | nt
COc1cccc(CNC(=O)COC(=O)c2ccc(C(=O)c3ccccc3)cc2)c1 | 0.9 | -0.4 | 0.6 | -0.8 | 2.5 | 2.2 | -5.3 | -3.9 | 105.0 | -3.6
COc1cc(NC(=O)COC(=O)/C=C/c2ccc(O)c(OC)c2)cc(OC)c1 | 0.3 | -0.3 | 1.0 | 1.6 | 7.3 | -0.6 | -1.0 | -1.8 | 102.0 | nt
O=C(NCCc1ccco1)C(=O)NCC1OCCCN1S(=O)(=O)c1ccc(F)cc1 (configuration not stated) | -1.4 | 1.5 | -3.2 | 1.6 | 1.1 | -3.7 | 4.7 | -6.4 | 122.9 | 2.7
O=C1/C(=C\c2ccccc2)CCc2c1[nH]c1ccccc21 | -2.2 | 0.8 | -0.7 | 10.1 | 10.9 | -1.8 | -1.7 | -5.9 | 84.7 | -4.9
O=C(c1cccs1)N1N=C(c2ccccc2)CC1c1ccccc1O (configuration not stated) | 4.2 | -2.8 | 0.8 | -1.4 | 44.3 | 0.9 | -0.3 | -3.8 | 94.6 | -2.0
CC(C)CCC(C)NC(=O)CN1C(=O)NC(C)(c2ccc3ccccc3c2)C1=O (configuration not stated) | -0.4 | -0.5 | 0.4 | -1.1 | 2.5 | 0.0 | -2.2 | 2.4 | 97.2 | nt
CCN(CC)CCCN1C(=O)C(O)=C(C(=O)c2cc3ccccc3o2)C1c1ccccn1 (configuration not stated) | 3.9 | 0.3 | -1.9 | 14.5 | -6.0 | -1.8 | 1.1 | 0.0 | 88.6 | -0.6
COCC(C)NC(=O)CSc1nc2nn(-c3ccccc3)c(=O)c-2c2n1CCCCC2 (configuration not stated) | 1.0 | -1.2 | 2.0 | -1.5 | 20.5 | -0.1 | 0.5 | -0.9 | 98.7 | -2.3
